Screening results: PubChem, National Center for Advancing Translational Sciences (NCATS)
PI4K2A inh = inhibitors of human PI4K2A; actives 0.13% (n = 420,000); purified PI4K2A, ADP-Glo luminescence, 1 h; hits give low values; activity change, negative = inhibition, % at 76.9 µM; in the data active = activity change below about -50%;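 also: -100% = wells without enzyme as full effect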
Target sequence (Q9BTU6 whole entry, looked up): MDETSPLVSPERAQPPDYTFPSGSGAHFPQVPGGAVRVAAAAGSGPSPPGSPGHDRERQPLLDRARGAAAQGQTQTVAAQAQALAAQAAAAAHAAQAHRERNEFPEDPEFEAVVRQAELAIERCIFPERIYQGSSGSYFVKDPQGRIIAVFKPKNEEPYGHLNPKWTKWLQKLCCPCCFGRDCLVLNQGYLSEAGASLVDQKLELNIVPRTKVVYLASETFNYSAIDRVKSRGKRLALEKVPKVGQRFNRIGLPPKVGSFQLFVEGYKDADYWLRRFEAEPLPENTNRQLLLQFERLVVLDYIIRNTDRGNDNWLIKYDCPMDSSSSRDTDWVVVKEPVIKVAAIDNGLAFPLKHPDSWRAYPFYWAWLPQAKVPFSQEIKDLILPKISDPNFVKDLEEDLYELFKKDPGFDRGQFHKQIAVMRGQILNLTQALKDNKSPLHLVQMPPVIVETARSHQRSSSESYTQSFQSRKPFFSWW
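Compounds are screened against recombinant PI4K2A using PI as substrate and ATP, the latter dispensed at 300 microM. Reactions run one hour at ambient temperature before ADP-Glo detection; full inhibition defined by wells lacking enzyme.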
GLS inh = blocks human kidney-isoform glutaminase activity; Potency, µM (top dose mostly 45.5 µM), for inactives: top-dose activity change, negative = inhibition, actives largely listed as inhibitors; GLS enzymatic activity, qHTS titration; actives 0.21% (n = 410,000); AID 624170; active = well fitted inhibition curve with a large enough effect; also: potency is read from the fitted curve at half-maximal effect
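Compounds were pin-transferred onto hKGA, after which L-glutamine (1 mM solution) and a detection mix of glutamate oxidase, HRP and Amplex Red were added. Initial and 30 min RT fluorescence reads were collected.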
An asterisk follows results filed as active; i = inactive; [ ] = another dose, or the depositor's remark. Unless noted, % is scaled to controls: 0 for no effect and ±100 for the full control effect. Not all compounds are listed, so the mix of outcomes need not match the whole.

1. COCCN1C[C@@H](CO)O[C@@H](n2cnc3c(NCCCO)ncnc32)C1
2. COc1ccc(CN2C[C@@H](CO)O[C@@H](n3cnc4c(N5CCOCC5)ncnc43)C2)cc1
3. COc1ccc(CN2C(=O)c3ccccc3C2c2nnnn2C(C)C)cc1OC (centres undefined)
4. Oc1ccc(C[C@H]2CN([C@@H](Cc3ccc(O)cc3)CN3CCC[C@@H]3CN3C(=S)NC[C@@H]3Cc3ccccc3)C(=S)N2CC2CCCCCC2)cc1
5. Cc1cccnc1C(NC(=O)C1CCN(CCCc2ccccc2)CC1)c1ccc(F)cc1 (centres undefined)
6. Cc1ccc(NC(=O)c2cc(-c3cc(Cl)ccc3C)n[nH]2)cc1NS(C)(=O)=O
7. CN(C)CCNC(=O)c1cccc(-c2cnc3c(NC=O)cc(-c4cccc(C(F)(F)F)c4)cn23)c1
8. O=C(NCc1cccnc1)c1cc(C2CCCCN2S(=O)(=O)c2ccc(F)cc2F)on1 (centres undefined)

Compound,1,2,3,4,5,6,7,8
PI4K2A inh,2,5,-1,0,-1,-6,1,-6
GLS inh,-1%,-11%,0%,1%,-2%,2%,-10%,5%

9. COc1ccccc1CNC(=O)c1ccc2nc(C)c(N(C)Cc3ccc(NC(C)=O)cc3)n2c1
10. CC(C)(C)S(=O)N1Cc2cc(C(=O)NCc3ccc4c(c3)OCO4)nc(-c3cccc(-c4ccncc4)c3)c2[C@H]1CCO (some centres undefined)
11. Cc1ccc(-c2nc3c4ccccc4ccn3c2CC2CCCCC2)cc1
12. C=C1C(=O)CC2=C1[C@](Cc1ccc(F)cc1)(C(=O)OC)N(C(=O)c1ccccc1)C2
13. CCOC(=O)C1CCCN(C(=O)c2ccc(C(F)(F)F)nc2C)CC1 (centres undefined)
14. CC(C)N(C)c1ncnc2c1ncn2[C@H]1CN(C2CCCC2)C[C@@H](CO)O1
15. CC1(Oc2ccc(Cl)cc2)CCN(Cc2cccn2-c2nccs2)C1 (centres undefined)
16. CCOC(=O)C1CCCN(C(=O)c2cc(-c3ccccc3)cs2)CC1 (centres undefined)

Compound,9,10,11,12,13,14,15,16
PI4K2A inh,4,-27,-7,10,0,-2,-3,0
GLS inh,17%,75%[activator],-15%,-11%,4%,-2%,-11%,10%

17. OC(c1ccc(F)cc1)c1nc(-c2csc3ccccc23)cs1 (centres undefined)
18. CC(=O)Nc1ccc(-c2ccnc3c2CC(C)(C(=O)Nc2ccc(Cl)cc2)O3)cc1 (centres undefined)
19. O=S1(=O)CC(N2CC=CC2)CN1Cc1ccccc1 (centres undefined)
20. CN(C)CCCNc1nc2cc(-c3ccsc3)sc2c(=O)n1C
21. CCc1nc2ccc(C(=O)N(C)Cc3ccccc3)cn2c1N(CC)Cc1cccc(Br)c1
22. CCOC(=O)C1=CC[C@@H](c2ccccc2)N(S(=O)(=O)c2ccc(C)cc2)[C@H]1C=C(C)C
23. CC(C)Nc1ncnc2c1ncn2[C@H]1CN(Cc2ccncc2)C[C@@H](CO)O1
24. Cc1ccc(CC2(C)C(=O)Nc3ccc(OC(F)(F)F)cc32)cc1 (centres undefined)

Compound,17,18,19,20,21,22,23,24
PI4K2A inh,0,0,-3,-2,-3,0,-2,0
GLS inh,7%,5%,-28%,9%,13%,-9%,5%,1%

25. CCc1nc2ccc(C(=O)NCCC(C)C)cn2c1N(CCN(C)C)CC1CC1
26. O=C(NCc1cccs1)c1csc([C@@H]2C[C@H](O)[C@@H](CO)O2)n1
27. C=Cc1ccc(CC2(C)C(=O)Nc3ccc(Cl)cc32)cc1 (centres undefined)
28. CC(=O)Nc1ccc(C(=O)N2CCCCC2c2cc(C(=O)NCc3ccc(F)cc3)no2)cc1 (centres undefined)
29. CN1CCC(C)(C(=O)Nc2cccc(Oc3ccccc3)c2)C1 (centres undefined)
30. CCCCNC(=O)c1nc(C2CCN(S(=O)(=O)c3csc(C(=O)O)c3)CC2)oc1-c1ccccc1
31. CC1(Cc2ccc(Cl)c(Cl)c2)C(=O)Nc2ccc(S(=O)(=O)NC3CCCCC3)cc21 (centres undefined)
32. O=C(Nc1ccccc1Cl)c1cc(C2CCCCN2C(=O)CCCc2ccccc2)on1 (centres undefined)

Compound,25,26,27,28,29,30,31,32
PI4K2A inh,-3,-4,-1,3,0,-1,4,1
GLS inh,24%,1%,5%,7%,-5%,13%,-18%,-2%

33. CC(C)C[C@H]1COc2cc(N3CCC[C@@H]3CO)ccc2S(=O)(=O)N1
34. CC(=O)NC(C)(c1ccccc1)c1nc(-c2ccncc2)cs1 (centres undefined)
35. CCOc1ccc(CCN2C(=O)C(=O)N([C@@H](Cc3ccccc3)CN3CCC[C@H]3CN3C(=O)C(=O)NC[C@@H]3Cc3ccccc3)C[C@@H]2CC(C)C)cc1
36. C=C(C)Cn1c2ccc(NC(=O)CCc3cccc(Cl)c3)cc2c(=O)n1C
37. CC(C)NC(=O)c1cc(C2CCCCN2C(=O)c2ccc(C#N)cc2)on1 (centres undefined)
38. COC(=O)[C@]12CCCCC=C1N(Cc1ccc(Cl)cc1Cl)C(=O)[C@H](CC(=O)NCc1cccc3ccccc13)C2
39. COc1cccc(CNc2nc(NCc3ccccc3OC)nc3ccsc23)c1
40. CCCCN(C=O)c1c(CC)nc2c(OCCC)cccn12

Compound,33,34,35,36,37,38,39,40
PI4K2A inh,-5,-6,4,1,-18,2,-1,0
GLS inh,7%,0%,3%,0%,7%,6%,6%,-2%

41. CC1(C(=O)Nc2ccc3c(c2)OCO3)Cc2c(-c3cccc(C(F)(F)F)c3)ccnc2O1 (centres undefined)
42. CC(C)(C)C1CCN2CCC[C@](c3ccccc3)(C1)C2OCCCO (some centres undefined)
43. CC(C)Oc1ccc(CN2CCC2(C)C(=O)Nc2cccc(Oc3ccccc3)c2)cc1 (centres undefined)
44. C[N+](C)(C)CCN1CCc2ccccc21
45. COC(=O)[C@]12CCCCC=C1N(Cc1cccc3ccccc13)C(=O)[C@H](CC(=O)NCC1CCCCC1)C2
46. NC(=O)c1c(N)[nH]c(C(=O)c2ccccc2)c1-c1ccccc1Br
47. CCCCC1CC2=C(C(=O)OC(C)(C)O2)C(c2ccc3ccccc3c2)O1 (centres undefined)
48. CC(C)[C@H](CO)NC(=O)[C@H]1O[C@@H](n2ccc(N)nc2=O)[C@H](O)[C@@H]1O

Compound,41,42,43,44,45,46,47,48
PI4K2A inh,3,-5,2,4,-2,2,1,-1
GLS inh,-3%,1%,-4%,27%,2%,34%[activator],8%,-1%

49. COc1cc(CNC(=O)c2cc(-c3ccc(F)cc3C)n[nH]2)cc(OC)c1
50. O=C(NCC1CCOCC1)c1ccc(-c2ccc(F)c(F)c2)c2ccoc12
51. CCOC1=C2[C@@H](CN(S(=O)(=O)c3ccc(C)cc3)[C@H]2c2ccccc2F)[C@H]2C(=O)N(c3ccccc3)C(=O)[C@H]2C1
52. CC1(C(=O)O)CCCN(C(=O)c2ccc(OC(F)F)cc2)C1 (centres undefined)
53. COc1ccc(NC(=O)C2(C)Cc3c(-c4cccc(C(N)=O)c4)ccnc3O2)cn1 (centres undefined)
54. CCCCCC[C@@H](CCC)C(=O)O
55. CSCCC(NS(=O)(=O)Cc1ccccc1)C(=O)NNc1ccccc1 (centres undefined)
56. CCCC(=O)N1CCC1(C)C(=O)Nc1ccc2c(c1)OCCO2 (centres undefined)

Compound,49,50,51,52,53,54,55,56
PI4K2A inh,1,11,1,-4,6,-1,-5,-4
GLS inh,2%,-10%,-21%,0%,-1%,-1%,28%,1%

57. Cc1nnsc1C(=O)N1CCCC1(C)C(=O)O (centres undefined)
58. CCCCN(C)C(=O)c1sc(=O)n(Cc2ccc(Cl)c(Cl)c2)c1C
59. CC(C)S(=O)(=O)N1CCCC(c2cc(C(=O)NCc3ccccc3)no2)C1 (centres undefined)
60. CCCCCc1c(Cc2ccccc2)ncn1CCc1ccccc1OC
61. CN(C)c1ccc(CC(=O)N2CCCCC2c2cc(C(=O)Nc3cccc4c3CCCC4)no2)cc1 (centres undefined)
62. C=C(C)Cn1c2ccc(NC(=O)NCC)cc2c(=O)n1C
63. CC(C)(C)c1ccc(S(=O)(=O)NC(=O)C2(C)CCN2C(=O)C2(c3ccc(Cl)cc3)CC2)cc1 (centres undefined)
64. CCN1CCN(c2cc(-c3ccc(F)cc3)c3c(n2)CCCCCC3)CC1

Compound,57,58,59,60,61,62,63,64
PI4K2A inh,3,1,-5,-8,1,-14,-9,i
GLS inh,2%,2%,-1%,2%,0%,2%,58%[activator],11%

65. CCN(CC)C(=O)c1cccc(-c2csc(C(NC(C)=O)c3ccccc3)n2)c1 (centres undefined)
66. CCc1nc2ccc(C(=O)NCC3CCCCC3)cn2c1N(CCC(C)C)CCN(C)C
67. O=C(O)CCC(=O)OC[C@@H](NC(=O)C(Cl)Cl)[C@H](O)c1ccc([N+](=O)[O-])cc1
68. Nc1cccc(-c2cccc3nncn23)c1
69. CC1(C(=O)NS(=O)(=O)c2ccccc2Cl)CCN1C(=O)C1(c2ccc(Cl)cc2)CCC1 (centres undefined)
70. CC1(C(=O)NS(=O)(=O)C2CC2)CCCN(C(=O)c2cccc(OC(F)(F)F)c2)C1 (centres undefined)
71. Cc1ccc(CNC(=O)C2(C)CCN2C(=O)Cc2ccc(C(C)(C)C)cc2)cc1 (centres undefined)
72. CN1CCN(c2ncnc3c2ncn3[C@H]2CN(Cc3ccc(Cl)cc3)C[C@@H](CO)O2)CC1

Compound,65,66,67,68,69,70,71,72
PI4K2A inh,9,0,0,5,1,-3,-1,-4
GLS inh,-3%,4%,-12%,-4%,16%,9%,3%,7%

73. COc1ccccc1C(=O)Nc1nnc([C@H]2C[C@H](O)[C@@H](CO)O2)s1
74. O=C1NC[C@H](CCCCN2C[C@H](Cc3ccccc3)N(CCC3CCCCC3)C(=O)C2=O)N(Cc2ccccc2)C1=O
75. O=c1cc(CN2CCN(c3ccccc3F)CC2)c2ccccc2o1
76. COc1ccc(-c2cc3c(o2)CCCC3OCCN2CCOCC2)cc1 (centres undefined)
77. Nc1nc2c(ncn2[C@@H]2O[C@H](CNCc3ccc4ncccc4c3)[C@@H](O)[C@H]2O)c(=O)[nH]1
78. CCOC1=C2CN(S(=O)(=O)c3ccc(C)cc3)[C@H](c3ccccc3)C[C@@H]2N(S(=O)(=O)c2ccc(Br)cc2)[C@H](c2ccccc2)C1
79. Oc1cccc(-c2ccc3nccn3c2)c1
80. O=S1(=O)CC(N2CCN(CC3CC3)CC2)CN1Cc1ccccc1 (centres undefined)

Compound,73,74,75,76,77,78,79,80
PI4K2A inh,1,5,-1,6,1,4,-12,0
GLS inh,3%,-5%,4%,1%,-1%,5%,17%,2%

81. CC1(C(=O)NS(=O)(=O)C2CC2)CCCN(C(=O)c2cccc(Cl)c2)C1 (centres undefined)
82. Cc1cc(F)ccc1C(O)c1ncc(-c2ccccc2C(F)(F)F)[nH]1 (centres undefined)
83. COc1ccc(/C=C/CN2CCC(C(=O)NC(c3ccc(F)cc3)c3ccc4ccccc4n3)CC2)cc1 (centres undefined)
84. CN(C)CCNC(=O)c1ccc2nc([C@@H]3O[C@H](CO)[C@H](O)[C@H](O)[C@H]3O)[nH]c2c1

Compound,81,82,83,84
PI4K2A inh,2,-2,2,0
GLS inh,7%,-17%,0%,9%
